hcGAS lum – blocks human cGAS activity; Q8N884; recombinant h-cGAS, ATP depletion, Kinase-Glo luminescence; inhibition, % at 12.5 µM; hit rate 0.081% among 290,000;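 also: 0% = vehicle reaction and 100% = reaction without DNA for no activity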
Target sequence (Q8N884 whole entry, looked up): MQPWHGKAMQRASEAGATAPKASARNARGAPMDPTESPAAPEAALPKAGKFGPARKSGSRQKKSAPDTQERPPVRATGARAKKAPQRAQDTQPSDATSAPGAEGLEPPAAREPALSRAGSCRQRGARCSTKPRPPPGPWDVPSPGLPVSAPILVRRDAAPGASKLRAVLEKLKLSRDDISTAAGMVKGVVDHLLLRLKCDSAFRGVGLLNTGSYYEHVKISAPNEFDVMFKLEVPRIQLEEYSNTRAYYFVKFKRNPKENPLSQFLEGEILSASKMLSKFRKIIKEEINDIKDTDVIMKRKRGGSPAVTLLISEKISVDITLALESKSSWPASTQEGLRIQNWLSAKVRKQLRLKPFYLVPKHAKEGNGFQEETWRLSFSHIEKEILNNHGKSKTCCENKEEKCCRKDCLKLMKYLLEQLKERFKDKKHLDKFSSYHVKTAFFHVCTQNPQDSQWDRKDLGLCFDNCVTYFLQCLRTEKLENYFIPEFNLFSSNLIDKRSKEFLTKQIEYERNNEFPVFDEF
mcGAS inh – blocks mouse cGAS activity; recombinant cGAS, Kinase-Glo ATP depletion luminescence; inhibition, % at 12.5 µM; Q8C6L5; hit rate 0.15% among 160,000;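 also: 0% = negative control wells and 100% = reference inhibitor with no enzyme activity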
NPYLR7 ag – activates Aedes aegypti NPYLR7 receptor; HEK293T NPYLR7/Galpha15, GCaMP6s calcium fluorescence; activation, % at 10 µM; hit rate 0.15% among 270,000; in the data active = activation above about 40%;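 also: 0% = vehicle and 100% = reference agonist at the receptor; some compounds past the cut are filed as inactive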
An asterisk follows results filed as active; . = no result given; & = joins results of further samples. Rule as the data show it, unless noted: active = inhibition above about 40%; inactive = the rest.

Values run as follows: hcGAS lum | mcGAS inh | NPYLR7 ag
CN(CCC(=O)Nc1ccc(Br)cc1F)CC(=O)Nc1cccc(F)c1
  -7 | . | 8
CCOC(=O)C1CCCN(C(=O)c2c(C)c(C)c(C)n2Cc2ccc(F)c(F)c2)C1 (stereo unspecified)
  -3 | -9 | .
COc1cccc(CC(=O)N2C[C@H](Oc3ccccn3)[C@H]3C[C@@H]2CC[C@H]3N2CCOCC2)c1
  0 | -8 | 21
CC(C)CN(Cc1nccn1Cc1ccc(Cl)cc1Cl)C(=O)c1ccccc1F
  -6 | -8 | 17
Cc1nn(-c2ccccc2)c2c1C(c1ccc3c(c1)OCO3)C(C#N)C(=N)O2 (stereo unspecified)
  -12 | -1 | -6
C1=CC[C@H]2CN(Cc3nnnn3Cc3ccccc3)C[C@H]2C1
  0 | . | -2
Cc1sc2ncn(CC(=O)N(C(C)C)C(C)C)c(=O)c2c1C
  -6 | . | 2
CCC(C)NC(=O)CSc1nc2ccccc2c(=O)n1-c1ccc(C)cn1 (stereo unspecified)
  -3 | . | -3
CC1C(=O)N(c2cccc(C(F)(F)F)c2)CCN1S(=O)(=O)c1ccc(F)cc1 (stereo unspecified)
  3 | -2 | -7
CCCN(CC(=O)N(CCc1c[nH]c2ccccc12)Cc1ccc(F)cc1)C(=O)C1CCC1
  -1 | -4 | .
O=C(NCc1ccc(CN2CCOCC2)cc1)N(Cc1ccccc1)Cc1ccccc1
  -3 | -5 | 3
CC(C)(C)c1cc2nc(-c3ccccc3F)cc(C(=O)N3CCc4ccccc4C3)n2n1
  -6&-2 | -11&-5 | 6&19
O=C(Nc1ccccc1)N1C[C@H](Oc2ccccn2)[C@H]2C[C@@H]1CC[C@H]2O
  -7 | -9 | 23
Cc1noc(C)c1CNC(=O)N1CCN(Cc2ccsc2)CC1
  -5 | . | 3
CCC(C)(C)C1CCC(NC(=O)c2cccnc2-n2cncn2)CC1 (stereo unspecified)
  -10 | . | 1
O=C(NCc1ccc(Cl)cc1)c1c(O)nc2ccccn2c1=O
  -9 | 10 | -1
COc1ccc(C2NC(=O)N(C)C3=C2C(=O)N(Cc2ccc(F)cc2)C3)cc1 (stereo unspecified)
  -1 | -5 | .
CCCCc1ccc(S(=O)(=O)N2CCN(c3nc4ccccc4nc3C)CC2)cc1
  -7 | -5 | 13
Cc1cccc(C)c1N1C(=O)CC(N(Cc2ccc(F)cc2)C2CC2)C1=O (stereo unspecified)
  -1 | . | 5
C=CCN(CC(=O)N1CCc2sccc2C1c1ccc(F)cc1)C(=O)c1ccc(CCCCCC)cc1 (stereo unspecified)
  -8 | -6 | 13
CN(C)C(=O)c1ccc2c(c1)N(C)C(CC(=O)NCCc1ncnn1C)CO2 (stereo unspecified)
  -8 | . | 4
O=C(Nc1cccc(Cl)c1)N1CCCC(OCc2ccc(Br)cc2)C1 (stereo unspecified)
  -7 | -6 | 8
CC1(Cc2ccc(Cl)c(Cl)c2)C(=O)Nc2ccc(S(=O)(=O)NC3CCCCC3)cc21 (stereo unspecified)
  3 | . | 3
COc1cc(C#N)cc(Cl)c1OCc1cc(=O)n2ccc(C)cc2n1
  -11 | . | 7
COCc1cc(C)nc(OCC(=O)N/N=C\c2ccc(F)cc2)c1C#N
  2 | 1 | -10
CCCNC(=O)N(CC(=O)N1CCCN(c2ccc(-c3ccccc3)nn2)CC1)Cc1ccco1
  -12 | . | 5
Cc1noc(C)c1CNC(C)C1CCCCC1 (stereo unspecified)
  -16 | . | -7
CC(=O)NCc1ccc(-c2csc(NC(=O)c3ccoc3)n2)s1
  -2 | . | 2
Cc1ccc2c(c1)sc(=NC(=O)c1ccnn1C)n2C
  -14 | -7 | .
CCOC(=O)c1cc(C)nn1C1CCN(C(C)=O)CC1
  -1 | 0 | -1

Entries shown so far that contain a Cl atom:
Values run as follows: hcGAS lum | mcGAS inh | NPYLR7 ag
CC(C)CN(Cc1nccn1Cc1ccc(Cl)cc1Cl)C(=O)c1ccccc1F
  -6 | -8 | 17
O=C(NCc1ccc(Cl)cc1)c1c(O)nc2ccccn2c1=O
  -9 | 10 | -1
O=C(Nc1cccc(Cl)c1)N1CCCC(OCc2ccc(Br)cc2)C1 (stereo unspecified)
  -7 | -6 | 8
CC1(Cc2ccc(Cl)c(Cl)c2)C(=O)Nc2ccc(S(=O)(=O)NC3CCCCC3)cc21 (stereo unspecified)
  3 | . | 3
COc1cc(C#N)cc(Cl)c1OCc1cc(=O)n2ccc(C)cc2n1
  -11 | . | 7

Continuation.
Values run as follows: hcGAS lum | mcGAS inh | NPYLR7 ag
O=C(N=Nc1c(O)[nH]c2ccccc12)c1cc(-c2ccccc2)nc2ccccc12
  -4 | -6 | -2
COCCN(Cc1cccc(F)c1)Cc1cccn1Cc1ccccc1
  -8 | -8 | -3
C[C@H]1C(NC(=O)C(C)(C)CC(=O)c2ccccc2)C[C@@H]2C[C@H]1C2(C)C (stereo partly specified)
  -4 | -6 | 21
O=C(CSc1nc(-c2ccc(Cl)cc2)cc(=O)[nH]1)Nc1oncc1-c1ccccc1
  -5 | -3 | -2
Nc1ncnc2nc(SCc3nc4ccccc4c(=O)n3-c3cccc(C(F)(F)F)c3)[nH]c12
  12 | -7 | 3
CCOc1ccc(-n2c(SCC(=O)NNC(=O)c3cccs3)nnc2-c2ccncc2)cc1
  -14 | -10 | 28
Cc1cccc(CCNC(=O)c2cn(Cc3ccc(Cl)cc3)nn2)n1
  -10 | -12 | 17
Fc1ccccc1C1CCN1CCCOc1ccccc1 (stereo unspecified)
  -9 | . | -1
C=CCN(Cc1ccccc1C)C(=O)Cn1cnc2ccsc2c1=O
  -1 | . | -2
CCCc1nc(C)sc1C(=O)N1CCC(c2ccccc2)CC1
  0 | 0 | -9
Cc1ccc2nc(CN(C)C(=O)C(C)n3ccnc3C(C)C)[nH]c2c1 (stereo unspecified)
  3 | 1 | -1
OCc1nnn(-c2ccc(Br)cc2)c1CO
  -7 | . | -1
CC(=O)c1cccc(N=c2c([N+](=O)[O-])nn(-c3cccc(Cl)c3)n2O)c1
  -4 | . | 1
CCc1cccc2c(C(CC(=O)N3CCN(c4ccccc4F)CC3)c3ccc(OC)cc3)c[nH]c12 (stereo unspecified)
  2 | -4 | 3
Cc1nc2c(c(N(C)C)n1)CCN(C(=O)CCc1n[nH]c(C)c1C)C2
  -1 | 0 | -4
CNC(=O)c1ccc(-c2cc(NCc3ccccn3)nc3[nH]ccc23)o1
  1 | . | 20
CCC(C)NS(=O)(=O)c1cc(NC(=O)COC)ccc1N1CCC(C(N)=O)CC1 (stereo unspecified)
  -4 | -4 | .
O=C1N=C(N2CCOCC2)SC1=Cc1cccc(O)c1
  -4 | -3 | 15
O=C(c1csc(CSc2nnc(Cc3ccccc3)n2-c2cccc(Cl)c2)n1)N1CCCC1
  -11 | -5 | -2
O=C(CC12CC3CC(CC(C3)C1)C2)NCC(=O)Nc1cccc(C(=O)NC2CC2)c1
  7 | -3 | -4
CC(C)N1CCN(C(=O)CCNC2CCC3(CCNCC3)CC2)CC1
  0 | . | 0
O=C(Cn1cccn1)Nc1cccc(C(F)(F)F)c1
  -7 | . | -1
Cc1cccc(C)c1N1C(=O)CC(Nc2ccc3[nH]c(=O)[nH]c3c2)C1=O (stereo unspecified)
  -3 | -7 | 3
COc1cccc(COc2coc(CN3CCCN(S(=O)(=O)c4ccc(OC)c(OC)c4)CC3)cc2=O)c1
  -11 | -6 | 29
COCCN(Cc1c(-c2ccccc2)noc1N1CCOCC1)C(=O)C1CCCC1
  -7 | -7 | -3
CN1C(=O)C2C(c3ccc(N(C)C)cc3)NN(Cc3ccccc3)C2C1=O (stereo unspecified)
  -5 | -6 | 7
CC(C)(C)NC(=O)COc1ccc2oc3c(c2c1)CCCC3
  -12 | . | 3
Cc1ccsc1C(=O)OCC(=O)Nc1c(Cl)cc(Cl)cc1Cl
  -5 | -5 | -3
Cc1ccccc1-c1nn(-c2ccc(F)cc2F)cc1CNCc1ccc2c(c1)OCO2
  2 | 0 | -3
O=C(C1CC(=O)N(c2cccc(F)c2)C1)N1CCN(c2ncnc3c2nnn3-c2ccccc2)CC1 (stereo unspecified)
  -3 | -6 | -7
CCN(C(=O)c1cccc2c1OCC2)C1CCS(=O)(=O)C1 (stereo unspecified)
  -5 | . | 11
C=CCc1cc(CN2[C@@H]3CC[C@H]2CN(C)C(=O)C3)ccc1OC
  0 | . | 2
Cc1nc(NCCNC(=O)Nc2ccc(C)c(F)c2)cc(-n2cccn2)n1
  2 | -4 | -10
COc1cc(OC)cc(C(=O)N2CCN(C(c3ccccc3)c3ccc(C)cc3)CC2)c1 (stereo unspecified)
  -8 | -8 | 3
O=[N+]([O-])c1ccc(I)cc1
  -6 | . | 0
CC1CN(c2cc(Oc3ccc(F)c(F)c3)ncn2)CCN1C(=O)c1cccc(Cl)c1 (stereo unspecified)
  -3 | -5 | 9
CN1CCN(c2nc(-c3ccco3)cc(C(F)(F)F)n2)CC1
  5 | . | 2
OC(c1ccc(Cl)c(Cl)c1)c1ncc(-c2cccc(F)c2)[nH]1 (stereo unspecified)
  -6 | . | -2
CN(CC(=O)NC(C)(C)C)C(=O)c1cc(C2CC2)nc2ccccc12
  -7 | . | 9
CC1CC(C)CN(C(=O)CNC(=O)c2ccccc2F)C1 (stereo unspecified)
  -14 | . | 10
CCCc1c(-c2ccccc2)ncn1Cc1cc(-c2ccco2)on1
  -4 | -16 | 5
N#CC1(c2ccccc2)CCN(C(=O)C2CCCCC2C(=O)NCCc2ccc(S(N)(=O)=O)cc2)CC1 (stereo unspecified)
  -6 | -4 | 0
CSc1nc(NC(C)C)c2cnn(CCNC(=O)c3ccc(F)cc3)c2n1
  -5 | -6 | .
COc1ccc(-c2c(NC(=O)C(C)C)n(C)c3ccccc3c2=O)cc1OC
  -5 | . | 5
CCOC(=O)c1cc(C(C)(C)C)n(C2CCN(C(=O)c3ccc(Cl)c(F)c3)CC2)n1
  -4 | -5 | 0
CS(=O)(=O)NC1CCN(Cc2cccn2-c2nccs2)CC1
  2 | . | -4
CC(=O)N1CC2(C)CN(C(C)=O)CC(C)(C1)C2=O
  -11 | . | 6
O=C(NCC(c1ccc(F)cc1)N1CCOCC1)c1ccc2n[nH]nc2c1 (stereo unspecified)
  -7 | . | 2
CC(C)CC(=O)Nc1ccnn1C1CCN(C(=O)c2cc(C(C)C)nn2C)CC1
  -7 | -4 | 7
CCCCCCCn1c(CN2CC(C)CC(C)C2)nc2c1c(=O)n(C)c(=O)n2C (stereo unspecified)
  3 | -3 | 2
CCNC(=O)N(CCOC)Cc1ccc(OC)c(OS(=O)(=O)c2ccc(NC(C)=O)cc2)c1
  -5 | -5 | 19
Cc1cc(N2CCN(Cc3ccc4c(c3)OCO4)CC2)nc(SCc2ccc(C(=O)N3CCCC3)o2)n1
  -9 | -4 | 17
Cc1cc(OC(=O)c2c(C)cc(O)cc2O)cc(O)c1C(=O)O
  1&12 | 2&2 | 2
COc1ccc(OC)c(C(=O)CN2C(=O)N(c3cccc(Cl)c3)S(=O)(=O)c3ccccc32)c1
  -5 | . | 4
CCOc1cc(C)c(C)cc1S(=O)(=O)N1CCN(CCO)CC1
  -4 | -7 | -1
C=CC[C@@H]1CC=C[C@@H](C)N1C(=O)c1ccc(OC2CCN(Cc3ccccn3)CC2)cc1
  -5 | -9 | 6
N#CCN(CC#N)C(=O)c1ccn(-c2ccc(Cl)c(Cl)c2)n1
  -3 | . | 7
O=C(CCN(Cc1ccco1)c1nc(-c2ccccc2)nc2cc(Cl)ccc12)NC1CC1
  -5 | -4 | 10
COCCN(CC(=O)N(Cc1cccn1Cc1ccc(F)cc1)C1CCCCC1)C(=O)c1ccc(Cl)cc1
  -10 | -7 | 0
CC1=NN(S(=O)(=O)c2ccc(C)cc2)C(C)(C)C1
  3 | -8 | 0

Carrying on:
Values run as follows: hcGAS lum | mcGAS inh | NPYLR7 ag
CCCCNC(=O)N(CCCOC)CC(=O)N(CCc1c[nH]c2ccccc12)Cc1ccc(C)cc1
  -3 | -6 | 15
C=CCN1CC(C(=O)NCc2cc(C)cc3c(C)c(C)[nH]c23)CCC1=O (stereo unspecified)
  -5 | -13 | .
COCc1cc(N2CCN(c3ccccc3F)CC2)nc(SCc2ccc(C(=O)N3CCOCC3)o2)n1
  -2 | -3 | 1
Cc1ccc(C(=O)NCCc2nnc3ccc(SCC(=O)N4CCCc5ccccc54)nn23)cc1
  2 | -3 | -29
CC(=O)c1ccccc1-c1cc(C(=O)O)cc(S(=O)(=O)N2CCCCCC2)c1
  -2 | . | 2
Cn1nnc(-c2ccc(C(=O)N3CCCC(N4CCCC4=O)C3)cc2)n1 (stereo unspecified)
  -2 | -20 | 32
c1ccc(-c2cnc3ccccc3c2)c(CN2CCNCC2)c1
  0 | 0 | -4
CCC(C)(C)C1CCC(NS(=O)(=O)c2ncn(C)c2Cl)CC1 (stereo unspecified)
  -5 | -12 | 0
O=C(COc1ccc(Cl)cc1)N1CCN(c2nc3ccccc3nc2-c2ccccc2)CC1
  -5 | -7 | 3
Cc1ccc(NC(=O)c2cc(=O)c(OCc3ccc(F)cc3)co2)cc1F
  -10 | . | 2
Cc1ccc2nc(CSCc3cc(=O)oc4cc5c(cc34)CCC5)cc(=O)n2c1
  -5 | -5 | -1
O=C(CCc1nnc(C2(c3ccc(Cl)cc3)CCC2)o1)NCC1COCCO1 (stereo unspecified)
  1 | 1 | -3
Cc1ccccc1C(=O)Nc1ccnn1C1CCN(Cc2cccn2-c2ccccn2)CC1
  4 | -2 | -3
COc1cc(CN(C)Cc2ncc[nH]2)cc2c1OCO2
  -4 | -8 | 3
O=C(CCCCC1CCSS1)N1CCC(n2c(=O)[nH]c3ccccc32)CC1 (stereo unspecified)
  -4 | -5 | 2
O=C(Cc1cc(-c2cccs2)on1)Nc1ccon1
  -6 | -8 | 5
Cc1ccccc1-n1ncc2c1CC(C)(C)CC2NCc1cn(CC(N)=O)c2ccccc12 (stereo unspecified)
  -8 | -9 | -1
COc1ccc(-c2cc(C(=O)N3CCN(C(=O)c4cccs4)CC3)c(C)n2-c2ccccc2F)cc1
  -3 | -5 | 21
